NR2F2 inh: blocks human COUP-TFII nuclear receptor; P24468; inhibition, % at 8.6 µM; HEK293T NGFI-A luciferase reporter, luminescence; 0.7% of 370,000 active;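 active means inhibition above a per-plate cutoff, mean inhibition of test wells between control levels plus 3 SD, cut at about 38% in these data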;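 further: cells cotransfected with COUP-TFII expression vector driving the NGFI-A reporter; 0% = median of COUP-TF2 test wells and 100% = reporter-only cells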
NCOA1 inh: inhibitors of human steroid receptor coactivator 1 (SRC1) | AID 588354 | HEK293 GAL4-SRC1 luciferase reporter, luminescence | inhibition, % at 3.6 µM | 0.12% of 360,000 active;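 active means inhibition above the campaign mean plus 3 SD, with each screening campaign given its own cutoff, cut at about 60% in these data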;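 further: 0% = DMSO treated cells and 100% = gossypol at 36 µM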
LMP1 NFkB inh: Epstein-Barr LMP1 NF-kappaB reporter inhibition; LMP1-induced NF-kappaB luciferase reporter cells, luminescence; inhibition, % at 12.5 µM; 0.69% of 350,000 active; AID 504558; in the data active means inhibition above about 41%;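 further: 0% = neutral control wells and 100% = reference inhibitor control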
ABHD5 PLIN5 PPI: ABHD5-PLIN5 protein interaction inhibition | Q00G26+Q8WTS1 | Split G. princeps luciferase complementation, luminescence, 4 h | inhibition, % at 4 µM | 0.78% of 360,000 active | AID 602281;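 active means inhibition above the mean inhibition across every tested compound plus 3 SD, cut at about 22% in these data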;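 further: 0% = DMSO only wells and the 100% control is not disclosed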
MC4R barr agon: agonists of human melanocortin 4 receptor (MC4R) beta-arrestin; U2OS MC4R beta-arrestin complementation, luminescence; percent of melanotan II response, DMSO zero; 0.98% of 360,000 active; activation, % at 8.9 µM;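 active means activation above a per-plate cutoff, the mean activation of sample wells on that plate plus 3 SD, cut at about 8% in these data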
LRH-1 inv ag: NR5A2 inverse agonism in reporter assay; 0.13% of 360,000 active; HEK293T StAR-luciferase reporter, LRH-1 transfected, 24 h; O00482; AID 602396; inhibition, % at 3.6 µM;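 active means inhibition above the mean inhibition of all tested compounds plus 3 SD, cut at about 73% in these data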;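 further: 0% = DMSO wells and 100% = reporter-only cells lacking LRH-1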
SRC2 inh: inhibits human steroid receptor coactivator 2. HEK293 GAL4-SRC2 luciferase reporter, luminescence. Q15596. inhibition, % at 9 µM. 0.17% of 370,000 active;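 active means inhibition above the mean inhibition of all tested compounds plus 3 SD, set per campaign, cut at about 52% in these data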;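 further: 0% = DMSO treated cells and 100% = cells given Gossypol at 36 µM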
Target sequence (Q15596 whole entry, looked up, the tested form may be a part): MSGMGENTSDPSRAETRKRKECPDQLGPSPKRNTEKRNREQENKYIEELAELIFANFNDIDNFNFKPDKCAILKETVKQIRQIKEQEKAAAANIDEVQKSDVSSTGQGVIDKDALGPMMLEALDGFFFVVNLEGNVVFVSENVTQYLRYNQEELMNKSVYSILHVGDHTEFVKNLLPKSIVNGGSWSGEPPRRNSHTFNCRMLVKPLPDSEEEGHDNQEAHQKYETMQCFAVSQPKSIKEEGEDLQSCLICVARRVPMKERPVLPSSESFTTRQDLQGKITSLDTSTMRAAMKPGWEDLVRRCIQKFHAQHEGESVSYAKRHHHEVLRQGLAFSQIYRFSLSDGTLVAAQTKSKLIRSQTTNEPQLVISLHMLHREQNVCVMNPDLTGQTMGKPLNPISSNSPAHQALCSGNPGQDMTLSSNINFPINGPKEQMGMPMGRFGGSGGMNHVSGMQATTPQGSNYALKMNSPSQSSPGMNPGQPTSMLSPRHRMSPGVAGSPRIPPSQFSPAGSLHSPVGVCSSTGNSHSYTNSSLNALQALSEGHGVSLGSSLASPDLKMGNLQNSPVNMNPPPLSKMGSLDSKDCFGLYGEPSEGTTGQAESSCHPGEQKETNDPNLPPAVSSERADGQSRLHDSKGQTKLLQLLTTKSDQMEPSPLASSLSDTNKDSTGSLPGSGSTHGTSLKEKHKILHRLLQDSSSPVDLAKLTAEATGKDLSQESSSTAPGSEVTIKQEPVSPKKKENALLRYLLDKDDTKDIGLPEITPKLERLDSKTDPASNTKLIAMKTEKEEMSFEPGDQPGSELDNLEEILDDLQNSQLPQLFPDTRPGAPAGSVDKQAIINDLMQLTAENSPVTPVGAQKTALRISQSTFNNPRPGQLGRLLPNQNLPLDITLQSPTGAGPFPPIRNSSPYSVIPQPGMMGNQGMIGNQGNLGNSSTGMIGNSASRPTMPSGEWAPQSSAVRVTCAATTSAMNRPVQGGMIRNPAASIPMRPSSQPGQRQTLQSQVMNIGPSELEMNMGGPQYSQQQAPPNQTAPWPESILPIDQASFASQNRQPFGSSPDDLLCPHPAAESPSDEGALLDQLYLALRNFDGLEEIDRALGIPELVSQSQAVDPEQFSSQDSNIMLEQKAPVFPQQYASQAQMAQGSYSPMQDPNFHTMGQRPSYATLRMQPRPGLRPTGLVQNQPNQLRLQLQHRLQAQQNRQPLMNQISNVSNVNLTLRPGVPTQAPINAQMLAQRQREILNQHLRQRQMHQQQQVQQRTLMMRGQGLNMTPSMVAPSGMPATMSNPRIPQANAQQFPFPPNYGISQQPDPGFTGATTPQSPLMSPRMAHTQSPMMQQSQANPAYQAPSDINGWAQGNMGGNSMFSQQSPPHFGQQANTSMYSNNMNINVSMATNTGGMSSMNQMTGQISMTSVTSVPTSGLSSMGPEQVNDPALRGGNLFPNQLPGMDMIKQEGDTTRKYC
TLR9-MyD88 block: inhibitors of human TLR9-MyD88 binding; Q9NR96+Q99836; CHO BLA complementation TLR9-MyD88, CCF4 FRET ratio; inhibition, % at 4.98 µM; 0.21% of 340,000 active; AID 504734;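 active means inhibition above the mean over all tested compounds plus 3 SD, cut at about 21% in these data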;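 further: 0% = DMSO only wells and 100% = clavulanate BLA inhibitor control wells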
NOD2 RIPK2 PPI: NOD2-RIPK2 protein interaction inhibition; O43353; CHO BLA complementation NOD2-RIPK2, CCF4 ratio; inhibition, % at 4.98 µM; 0.38% of 360,000 active; in the data active means inhibition above about 21%;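 further: 0% = vehicle only and 100% = reference blocker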
MC4R antagonist: blocks human MC4R cAMP signaling. P32245. MC4R-expressing cells, MTII-stimulated cAMP, LANCE TR-FRET. inhibition, % at 6.5 µM. 0.48% of 360,000 active. AID 540295;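 active means inhibition above its plate's cutoff, the mean of tested wells on that plate plus 3 SD, cut at about 29% in these data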;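 further: 0% = Melanotan II alone and 100% = Melanotan II plus saturating MCL0020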
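system = U2OS cells with stable human MC4R expression | also added = Melanotan II challenge after compound preincubation | dosing = one concentration, 6.5 µM nominal | incubation = compound 30 min, challenge 1 h, detection 1 h | measured by = TR-FRET with Eu-cAMP and labeled anti-cAMP, 671 nm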
NCOA3 inh: human NCOA3 inhibition; AID 588352; Q9Y6Q9; 0.17% of 360,000 active; HEK293 GAL4-SRC3 luciferase reporter, luminescence; inhibition, % at 3.6 µM;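 active means inhibition above a per-campaign cutoff, the mean of all compounds plus 3 SD, cut at about 60% in these data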;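 further: 0% = DMSO-treated cells and 100% = gossypol-treated cells at 36 µM; higher means less SRC3-driven luciferase light from the GAL4 reporter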
Active calls of the source: *; · = no result given.

SMILES	NR2F2 inh	NCOA1 inh	LMP1 NFkB inh	ABHD5 PLIN5 PPI	MC4R barr agon	LRH-1 inv ag	SRC2 inh	TLR9-MyD88 block	NOD2 RIPK2 PPI	MC4R antagonist	NCOA3 inh
O=C(NCC1CCCO1)/C(=C\c1cccs1)NC(=O)c1ccccc1 (configuration not stated)	12.5	-9.5	-10.7	0.5	-2.8	6.2	24.1	-2.7	7.7	-1.3	-7.3
CCOC(=O)CCc1c(C)c2ccc(OCc3nn[nH]n3)cc2oc1=O	-4.4	-16.1	15.8	2.5	-0.7	-24.4	-11.1	-2.0	-4.7	4.8	-14.8
O=C(CCS(=O)(=O)c1ccccc1)NNC(=O)CSc1ccccc1F	10.1	1.7	-3.1	3.8	-1.3	-0.8	0.5	1.7	0.1	3.0	17.6
Cc1cc(C)cc(C(=O)N2CCCCCC2)c1	-1.4	-0.8	0.0	3.5	-0.8	-21.8	13.2	-1.3	-3.0	1.1	6.0
O=C(Nc1ccc(-n2nncc2-c2ccco2)cc1)c1cccc(F)c1	5.2	-7.0	3.3	4.0	-1.8	-8.8	5.0	9.4	-4.0	-3.3	-13.0
COc1ccc(NC(=S)N2CCNC(=O)C2CC(=O)Nc2ccc(C)cc2)cc1 (configuration not stated)	2.7	-3.7	-2.5	-1.7	-0.6	24.8	-11.6	4.5	-9.9	8.4	7.9
CC(C)(c1ccccc1)c1ccc(OCC(O)CN2CCCC2)cc1 (configuration not stated)	18.0	8.3	-3.5	6.8	0.5	14.8	3.4	2.6	14.6	8.5	11.5
O=C(CN(c1ccc(F)cc1)S(=O)(=O)c1ccc2c(c1)OCCO2)NCc1ccccn1	10.4	-12.4	-1.2	6.3	-0.8	-15.0	-13.2	9.1	4.2	3.5	-16.4
NC(=O)c1cccc(Nc2nc(C(N)C3CCCCC3)cs2)n1 (configuration not stated)	-21.3	-7.6	·	-0.1	0.2	-18.3	-39.2	·	7.4	21.9	-23.4
CCOc1ccc2[nH]c(=O)c(C(c3nnnn3C3CCCCC3)N3CCN(CC)CC3)cc2c1 (configuration not stated)	-6.0	-4.4	-5.6	0.1	-0.9	-5.1	-14.9	5.5	-0.9	8.4	5.7
Cc1ccccc1C(=O)NNC(=S)NC(=O)c1cccs1	11.7	-2.7	12.9	5.0	-3.5	14.9	-24.2	-0.1	3.9	0.1	3.8
COc1cccc(CN2CCN(C(=O)c3ccc(-c4ccccc4)cc3)CC2)c1	12.1	0.7	-7.4	2.7	0.4	5.6	4.5	5.0	-0.8	0.0	14.0
CCCCC#Cc1cncc(C(=O)N/N=C/c2cccc(OC)c2)c1	1.7	-11.5	-8.1	4.3	3.4	6.2	5.7	2.4	4.4	3.7	-13.0
COc1ccc(S(=O)(=O)N2CCC3(CC2)OCCN3S(=O)(=O)c2cccs2)cc1	16.3	15.5	2.0	-11.5	-0.8	-10.2	-4.7	1.6	-2.5	11.7	-35.9
O=C(O)Cn1c(-c2ccccn2)nc2ccccc21	11.9	12.1	-1.3	1.4	1.6	-16.8	-30.8	-8.8	-4.7	16.5	-11.6
COc1cc(/C(C)=N/NC(=O)CSc2nnc(C)s2)ccc1O	-16.8	0.6	-7.0	2.9	-1.5	22.9	2.4	2.0	-10.3	-6.1	2.7
Cc1ccc(C(=O)/C=C2\NCCNC2=O)cc1	-43.4	-149.4	9.5	-3.9	1.5	-158.1	-42.0	-7.1	2.7	-3.0	-94.8
COc1cc(-c2cc(O)c(-c3ccc4ccccc4n3)c(=O)[nH]2)cc(OC)c1OC	-7.2	-1.7	-2.0	5.3	-0.4	24.2	16.6	-4.3	3.0	-10.1	-8.9
O=C(Nc1cccc(Cl)c1N1CCCC1)c1ccco1	12.0	6.6	5.7	-7.1	1.8	-1.2	5.7	1.0	-6.8	6.9	-5.8
CCCC(NC(=O)c1ccccc1)c1nc2ccccc2n1Cc1ccc(C(=O)OC)o1 (configuration not stated)	-4.9	-2.4	-10.3	2.8	-2.6	-1.9	2.4	-0.6	1.4	-3.5	4.1
CCN(CC(=O)Nc1c(F)cccc1F)C(=O)C1CCN(S(=O)(=O)c2ccc(C)cc2C)CC1	11.7	18.8	8.8	9.8	-2.5	-17.6	-2.1	-7.8	0.1	9.4	15.7
COc1ccc(CN2C(=O)CSCC2(C)C(=O)Nc2ccc3c(c2)OCCO3)cc1 (configuration not stated)	25.8	·	·	-4.8	·	4.8	-3.0	·	0.9	·	·
Cc1ccc(S(=O)(=O)N2CCC(=O)N(C(COCc3cccc(Cl)c3)Cc3ccccc3)CC2)cc1 (configuration not stated)	-4.5	-7.6	2.9	-4.8	2.1	-27.4	3.1	-5.5	-11.9	18.2	-3.9
O=C(CN1C(=O)c2cccnc2Oc2ccc(Cl)cc21)N1CCCCCC1	-6.2	4.3	-9.2	-5.0	-1.5	3.8	5.1	-7.7	-15.0	8.5	-18.5
CC(C)CSc1oc(-c2ccco2)nc1S(=O)(=O)c1ccccc1	11.4	-11.6	-2.7	3.2	2.2	19.3	22.9	11.3	-6.8	-0.9	13.2
CCn1c(SCC(=O)OC)nc2sc3c(c2c1=O)CC(C)(C)OC3	-9.7	20.7	1.2	5.1	0.3	-7.4	-12.4	-6.3	-5.5	5.9	11.8
COCC1CCN(C(=O)c2ccc3oc(C(C)C)nc3c2)C1 (configuration not stated)	5.4	-1.9	-1.1	5.2	-0.1	9.3	-8.5	-11.0	-1.8	4.6	-18.8
C=CCNC(=S)NC1CC(C)(C)NC(C)(C)C1	-1.8	-71.2	-2.7	-1.4	1.8	9.8	-14.7	-18.1	-1.6	4.5	26.1
COc1ccc(C(C)C)cc1S(=O)(=O)NC1CCCC1	16.4	13.0	-5.1	-4.0	-2.0	-8.9	25.6	-7.1	-1.8	-3.7	18.5
NC(COCc1ccccc1)c1csc(Nc2ccccn2)n1 (configuration not stated)	-2.6	-0.4	·	-1.2	4.8	-10.5	12.6	·	3.1	1.2	-10.5

An excerpt from above with just LRH-1 inv ag, LMP1 NFkB inh and NCOA3 inh:
compound | LRH-1 inv ag | LMP1 NFkB inh | NCOA3 inh
Cc1ccc(S(=O)(=O)N2CCC(=O)N(C(COCc3cccc(Cl)c3)Cc3ccccc3)CC2)cc1 (configuration not stated) | -27.4 | 2.9 | -3.9
O=C(CN1C(=O)c2cccnc2Oc2ccc(Cl)cc21)N1CCCCCC1 | 3.8 | -9.2 | -18.5

New compounds follow
SMILES	NR2F2 inh	NCOA1 inh	LMP1 NFkB inh	ABHD5 PLIN5 PPI	MC4R barr agon	LRH-1 inv ag	SRC2 inh	TLR9-MyD88 block	NOD2 RIPK2 PPI	MC4R antagonist	NCOA3 inh
O=C(CN(C(=O)c1ccccc1)C(=O)c1ccccc1)OCc1ccccc1	2.7	7.8	-1.5	-1.0	-0.5	3.7	20.2	3.2	2.6	2.8	-4.5
O=C(c1cc2ccccc2cc1O)N1CCCC(C(F)(F)F)C1 (configuration not stated)	-16.2	13.1	0.1	5.5	-1.6	10.3	-4.9	-17.2	-2.4	-0.7	27.8
CC12CC(NC(=O)N1CCc1ccccc1)c1ccccc1O2 (configuration not stated)	10.5	-3.3	4.3	3.7	-0.4	-3.7	5.4	-0.1	-5.8	1.1	11.6
CCNc1c(C(=O)O)ccc2c1C(=O)c1ccccc1C2=O	15.5	-2.6	0.4	-0.1	-1.7	11.4	-16.0	-13.4	-0.9	2.2	-11.1
COc1ccc(S(=O)(=O)NN(C)C)cc1N(C)S(=O)(=O)c1ccc(Cl)cc1	-1.8	-14.3	-1.6	-6.8	-2.6	12.4	22.6	-4.7	1.3	-1.1	9.7
CN(CC(=O)NCCC1=CCCCC1)S(=O)(=O)c1ccc2c(c1)CCC(=O)N2	-50.3	-9.8	4.0	1.3	1.7	0.4	-13.3	16.8	5.5	6.0	16.7
CC12CCC(C(=O)Nc3nc4ccccc4s3)(OC1=O)C2(C)C (configuration not stated)	-13.8	-68.7	1.0	-4.5	-1.9	-39.8	0.0	-2.4	-2.7	6.5	-52.5
O=C(CCC(=O)c1ccc(Cl)cc1)OCC(=O)c1ccccc1	3.5	-9.5	-5.3	-0.2	-1.1	-4.9	-28.9	12.6	-7.9	6.6	11.8
CNc1cncc(-c2cccc(NS(C)(=O)=O)c2)n1	17.7	10.8	·	-0.3	-1.4	-34.1	31.4	·	-16.1	3.7	-1.5
NNC(=O)c1ccccc1-n1cccc1	7.4	0.1	8.5	1.6	0.7	19.3	9.9	13.2	1.2	-1.4	6.2
Cc1c(Cl)cccc1NC(=O)C1CCN(S(C)(=O)=O)CC1	-4.5	-9.1	1.6	-0.1	0.9	-11.4	-15.3	4.4	-5.4	6.0	6.6
NC(=O)C1CCN(C(=O)CC(c2ccccc2)c2ccccc2)CC1	-6.2	9.8	2.4	-6.4	0.4	0.6	-1.6	4.1	-4.8	0.5	-11.4
COC(=O)c1nc(N)sc1-c1ccc(Cl)cc1	-24.1	-15.8	-21.2	0.1	-1.6	-3.3	-26.6	6.9	1.7	-5.4	-0.2
CCOC(=O)/C(C#N)=C/C=C1\C=Cc2ccccc2N1CC	-4.7	-5.5	2.3	3.3	-4.5	-4.0	-9.3	2.2	3.4	1.2	-24.1
COc1cc(/C=C/C(=O)c2ccccc2O)cc(OC)c1OC	4.0	4.0	8.3	52.0*	0.5	5.6	6.0	1.6	-3.4	9.0	9.1
CCOC(=O)Cc1csc(NC(=S)NC(=O)c2ccccc2C)n1	-5.0	-6.3	5.2	1.0	-1.3	3.4	-32.9	-5.7	2.6	4.1	16.5
Cc1nc2nc3c(cn2n1)C(=O)CC(C)(C)C3	-14.4	-5.3	1.9	4.5	0.9	-8.8	-66.1	-1.4	-14.8	5.0	10.5
Cc1ccc(NC(=O)Cc2nnc(SCC(=O)c3ccc(Br)cc3)n2C)cc1	2.4	2.8	-4.7	-3.2	5.2	4.5	6.3	-3.9	1.3	16.5	-3.9
CC(=O)Nc1ccc(NC(=O)CN(C)S(=O)(=O)c2ccc3nc(C)sc3c2)cc1	3.1	-17.7	1.2	1.2	-2.3	-17.1	16.7	1.9	-0.5	8.1	2.1
Cc1ccc(C)c(NC(=O)COC(=O)Cc2ccsc2)c1	0.9	14.4	1.8	13.2	2.4	8.8	-9.0	0.8	-1.4	0.9	8.1
Clc1ccc(CN2CCC(c3ccccc3)CC2)cc1	-19.1	3.3	-1.0	-2.6	-0.5	16.0	-10.0	-0.7	2.8	-2.2	-7.4
CC(C)N1CCC2(CC1)N=C(c1ccc3c(c1)OCO3)CC(c1cc(Cl)ccc1O)N2 (configuration not stated)	-22.7	-29.9	6.1	75.3*	-2.3	17.1	29.6	15.3	20.9*	6.5	27.5
COc1ccc(C(=O)c2ccc(OC)c(Br)c2)cc1Br	-11.1	5.4	0.4	4.3	-2.5	-14.9	10.3	-3.0	-1.5	19.3	1.3
CN1CCN(S(=O)(=O)c2cccc(C(=O)NCCC3=CCCCC3)c2)CC1	7.2	-13.9	0.8	2.6	-4.3	20.0	-24.7	-9.3	-8.2	0.6	-9.7
COc1ccc(NC(=O)c2cc(=O)c3ccccc3o2)cn1	-2.2	4.4	3.2	4.0	0.9	-16.1	-30.6	4.6	-9.2	12.4	1.4

Some of the compounds tested; count on the stated rates, not on these rows.
